Source: PubChem
F508del corr = correctors of CFTR F508del function in bronchial epithelial cells. CFBE cells, YFP halide quenching; stimulated with forskolin plus potentiator P3; % fluorescence drop versus neutral controls. activity (quench increase), % at 7.58 µM. 350,000 compounds, 0.36% hits;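 active = mean added fluorescence quench of at least 8% versus neutral control, with both replicates also reaching 8%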;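 also: cells transiently co-express mutant CFTR-F508del with the halide-sensitive YFP; corrector assay measuring rescue of mutant channel to the surface after 24 h compound exposure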
INS-1E GSIS act = primary screen for activators of insulin secretion dependent on glucose, INS-1E cells, GLuc reporter luminescence; INS-1E GLuc reporter insulin secretion, 2-3 h; activation, % at 16.6 µM; 370,000 compounds, 0.61% hits; AID 743287;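 active = lowest replicate activation of at least 40%, so every replicate reaches that level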;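 also: 0% = median of neutral control wells and 100% = median of IBMX positive control wells; some compounds called inactive have numbers as strong as hits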
An asterisk follows results filed as active.

Results for CC(C)CC(=O)OCC(=O)Nc1ccccc1Sc1ccccc1 ?
F508del corr: 3.3; INS-1E GSIS act: -1

Results for O=c1c2ccccc2c(-c2n[nH]c(=S)o2)nn1Cc1ccccc1 ?
F508del corr: 3.3; INS-1E GSIS act: 1

What do the screens show for `CSc1c2c([nH]c(=O)c1C#N)-c1ccccc1CC2`?
F508del corr: -0.6; INS-1E GSIS act: 6

How did O=C(O)CC1S/C(=N/N=C/C2CC=CCC2)NC1=O (centres undefined) do in these assays?
F508del corr: -3.5; INS-1E GSIS act: 0

What do the screens show for `COc1ccc2c3c(n(C)c2c1)[C@H](CO)N(Cc1ccncc1)CC31CN(C(=O)C2CCCC2)C1`?
F508del corr: -3.3; INS-1E GSIS act: -9

Results for O=C(NCc1ccncc1)c1nc(-c2ccc(C(F)(F)F)cc2)no1 ?
F508del corr: -3.9; INS-1E GSIS act: -22

How did CCCNC(=O)N1CC2(CCN(CC3CC3)CC2)c2c([nH]c3cc(OC)ccc23)[C@@H]1CO do in these assays?
F508del corr: -3.5; INS-1E GSIS act: 12

What do the screens show for `O=C(Nc1ccccc1N1CCOCC1)c1ccc(Cl)c(S(=O)(=O)NCc2ccco2)c1`?
F508del corr: -0.9; INS-1E GSIS act: 5

What do the screens show for `Cc1ccc(-c2noc(C3CCCN(S(=O)(=O)c4ccc(S(=O)(=O)N(C)C)cc4)C3)n2)o1` (centres undefined)?
F508del corr: -1.0; INS-1E GSIS act: 8

Results for COc1cc(OC)cc(C(=O)NCC(=O)OCC(=O)N2c3ccccc3NC(=O)C2(C)C)c1 ?
F508del corr: -5.1; INS-1E GSIS act: 3

Next part (6 carried over from the part before).
What do the screens show for `COc1ccc2c3c(n(C)c2c1)[C@H](CO)N(Cc1ccncc1)CC31CN(C(=O)C2CCCC2)C1`?
F508del corr: -3.3; INS-1E GSIS act: -9

Results for O=C(NCc1ccncc1)c1nc(-c2ccc(C(F)(F)F)cc2)no1 ?
F508del corr: -3.9; INS-1E GSIS act: -22

How did CCCNC(=O)N1CC2(CCN(CC3CC3)CC2)c2c([nH]c3cc(OC)ccc23)[C@@H]1CO do in these assays?
F508del corr: -3.5; INS-1E GSIS act: 12

What do the screens show for `O=C(Nc1ccccc1N1CCOCC1)c1ccc(Cl)c(S(=O)(=O)NCc2ccco2)c1`?
F508del corr: -0.9; INS-1E GSIS act: 5

What do the screens show for `Cc1ccc(-c2noc(C3CCCN(S(=O)(=O)c4ccc(S(=O)(=O)N(C)C)cc4)C3)n2)o1` (centres undefined)?
F508del corr: -1.0; INS-1E GSIS act: 8

Results for COc1cc(OC)cc(C(=O)NCC(=O)OCC(=O)N2c3ccccc3NC(=O)C2(C)C)c1 ?
F508del corr: -5.1; INS-1E GSIS act: 3

What do the screens show for `N=C1C(c2nc3ccccc3[nH]2)=C(O)CN1NC(=O)c1c[nH]c2ccccc12`?
F508del corr: -2.2; INS-1E GSIS act: 2

How did Cc1c(NC(=O)C(C)OC(=O)c2cccc([N+](=O)[O-])c2)c(=O)n(-c2ccccc2)n1C (centres undefined) do in these assays?
F508del corr: 1.2; INS-1E GSIS act: 0

What do the screens show for `CCOC(=O)c1[nH]cnc1C(=O)Nc1ccccc1OC`?
F508del corr: -5.7; INS-1E GSIS act: 3

How did CC(=O)C1=CCN(C)CC1 do in these assays?
F508del corr: 0.1; INS-1E GSIS act: 17

Results for Cc1ccc(Cn2c(SCCN3CCOCC3)nc3c2c(=O)n(C)c(=O)n3C)cc1 ?
F508del corr: -2.4; INS-1E GSIS act: 14

What do the screens show for `NC(=S)Nc1ccc2cn[nH]c2c1`?
F508del corr: 0.5; INS-1E GSIS act: -2

What do the screens show for `COc1ccc(NC(=O)COC(=O)Cc2ccc(Br)cc2)cc1`?
F508del corr: -0.9; INS-1E GSIS act: -9

Results for COc1ccc2c3c(n(C)c2c1)[C@@H](CO)N(Cc1ccccc1)CC31CN(C(=O)Nc2cccc(F)c2)C1 ?
F508del corr: 0.8; INS-1E GSIS act: -8

What do the screens show for `COc1ccc2c3c([nH]c2c1)[C@@H](CO)N(S(C)(=O)=O)CC31CCN(CC2CC2)CC1`?
F508del corr: -0.5; INS-1E GSIS act: 8

How did Nc1sc(Cc2ccccc2)cc1C(=O)c1c(-c2ccccc2)[nH]c2ccccc12 do in these assays?
F508del corr: 0.5; INS-1E GSIS act: -14

Results for CCOc1ccc2nc(N=NC3=C(O)CC(C)(C)CC3=O)sc2c1 ?
F508del corr: 6.5; INS-1E GSIS act: 1

How did Cc1nsc2c1ccc1ccccc12 do in these assays?
F508del corr: 0.5; INS-1E GSIS act: -7

Results for COc1ccc2c3c(n(C)c2c1)[C@@H](CO)N(C(=O)C1CC1)CC31CCN(C(=O)Nc2cccc(F)c2)CC1 ?
F508del corr: -2.2; INS-1E GSIS act: -12

How did Cc1ccc(S(=O)(=O)CCC(=O)OCC(=O)NCc2ccccc2)cc1 do in these assays?
F508del corr: -2.3; INS-1E GSIS act: 24

What do the screens show for `CN(CC(=O)Nc1c(Cl)cccc1Cl)C(=O)c1ccc(-n2cncn2)c([N+](=O)[O-])c1`?
F508del corr: -3.0; INS-1E GSIS act: -1

Results for COc1cc(CN2CC3(CCN(C(=O)CN4CCOCC4)CC3)c3c(n(C)c4cc(OC)ccc34)[C@H]2CO)cc(OC)c1 ?
F508del corr: 0.1; INS-1E GSIS act: 1

Results for CC1(C)CC(N2CCCC2)=CC(=[N+]2CCCCCC2)C1 ?
F508del corr: 2.3; INS-1E GSIS act: -25

How did COc1ccc(OC)c(-n2c(=S)[nH]c3c(sc(=S)n3-c3ccccc3C)c2=O)c1 do in these assays?
F508del corr: 1.7; INS-1E GSIS act: 4

How did CSc1ncc(CN2CCCC(C(=O)c3ccc(C(C)(C)C)cc3)C2)cn1 (centres undefined) do in these assays?
F508del corr: -2.3; INS-1E GSIS act: -50

How did COC(=O)C1=CN(c2ccccc2OC)C(N)=C(C#N)C1c1cccc([N+](=O)[O-])c1 (centres undefined) do in these assays?
F508del corr: 7.7; INS-1E GSIS act: -20

How did COc1cccc(OC)c1C(=O)OCC(=O)NC(=O)NCc1ccccc1 do in these assays?
F508del corr: -2.4; INS-1E GSIS act: -2

What do the screens show for `COc1cccc(NC(=O)c2ccc(-c3ccc([N+](=O)[O-])cc3)o2)c1`?
F508del corr: 2.2; INS-1E GSIS act: 6

How did CCOC(=O)c1nc2sc(C)c(C)c2c(=O)[nH]1 do in these assays?
F508del corr: -2.9; INS-1E GSIS act: -2

Results for CC(=O)N1[C@@H]2c3ccc(C4=CCCC4)c(=O)n3C[C@@H]2[C@@H](CO)[C@@H]1C(=O)NC1CCC1 ?
F508del corr: 0.9; INS-1E GSIS act: 20

Results for COCCN(CCOC)S(=O)(=O)c1ccc(C(=O)Nc2nnc(CSC)o2)cc1 ?
F508del corr: -4.5; INS-1E GSIS act: 0

What do the screens show for `CC(=O)N1[C@@H](CO)[C@H](c2ccccc2)C12CN(C(=O)Nc1ccccc1F)C2`?
F508del corr: 1.1; INS-1E GSIS act: 12

Results for COc1cccc(C(=O)NC2CCN(CC(=O)Nc3cccc(C)c3C)CC2)c1 ?
F508del corr: -2.7; INS-1E GSIS act: -8

Results for N#Cc1cccc(NC(=O)CC2CCCCC2)c1 ?
F508del corr: 2.8; INS-1E GSIS act: -13

How did O=C(N/N=C/c1ccncc1)c1cccc(NC(=O)c2ccccc2Cl)c1 do in these assays?
F508del corr: 6.0; INS-1E GSIS act: 8

What do the screens show for `COc1ccc(-c2[nH]n(-c3ccc([N+](=O)[O-])cc3)c(=O)c2C=NCc2ccncc2)cc1`?
F508del corr: 1.1; INS-1E GSIS act: -5

How did Cc1ccc(-c2csc(NC(=O)CSc3nc4ccccc4c(=O)n3CCCN(C)C)n2)cc1 do in these assays?
F508del corr: -4.0; INS-1E GSIS act: -7

How did CCCC(=O)Nc1ccc(NC(=S)NC(=O)c2cccs2)cc1 do in these assays?
F508del corr: 1.0; INS-1E GSIS act: 5

What do the screens show for `C=CCN(CC=C)S(=O)(=O)c1ccc(C(=O)Nc2nnc(CSC)o2)cc1`?
F508del corr: 2.8; INS-1E GSIS act: 6

How did O=C(NCc1cccnc1)c1cccc(S(=O)(=O)Nc2ccc(F)cc2)c1 do in these assays?
F508del corr: -1.7; INS-1E GSIS act: -5

Results for CCc1ccc(S(=O)(=O)c2ccc(-n3nc(C)cc3N)cc2)cc1 ?
F508del corr: 2.7; INS-1E GSIS act: 11

Results for COc1ccc(-c2oc3c(c2C#CCCCCO)C(OCCO)CC3)cc1 (centres undefined) ?
F508del corr: -0.9; INS-1E GSIS act: -24

What do the screens show for `COc1ccccc1C(=Cc1ccc([N+](=O)[O-])cc1)C(=O)O`?
F508del corr: -0.8; INS-1E GSIS act: 19

What do the screens show for `COc1ccc2c3c(n(C)c2c1)[C@H](CO)N(CC1CC1)CC31CCN(C(=O)CN2CCOCC2)CC1`?
F508del corr: 0.0; INS-1E GSIS act: 0

What do the screens show for `NNC(=O)c1sc(-c2ccccc2)cc1N`?
F508del corr: -2.1; INS-1E GSIS act: 0

How did O=C(C[C@H]1C=C[C@H](NC(=O)C2CCOCC2)[C@H](CO)O1)Nc1nccs1 do in these assays?
F508del corr: -0.2; INS-1E GSIS act: 18

How did COc1ccc2c3c([nH]c2c1)[C@H](CO)N(C(=O)C1CCCC1)CC31CCN(Cc2nccs2)CC1 do in these assays?
F508del corr: -0.5; INS-1E GSIS act: 9

How did c1ccc(-c2c[nH]c(-c3ccccc3)c2)cc1 do in these assays?
F508del corr: -2.7; INS-1E GSIS act: 5

How did COc1ccc(-c2[nH]ncc2CN(C)Cc2ccccn2)c(OC)c1 do in these assays?
F508del corr: -1.1; INS-1E GSIS act: 8

What do the screens show for `Cc1ccc2nc(NC(=O)C3CC(=O)N(Cc4ccco4)C3)sc2c1` (centres undefined)?
F508del corr: 1.5; INS-1E GSIS act: -2

What do the screens show for `COc1ccc(C2CC(=O)Oc3c2c(=O)n(C)c2ccccc32)c(OC)c1OC` (centres undefined)?
F508del corr: -0.3; INS-1E GSIS act: -9

What do the screens show for `COc1ccc2c3c([nH]c2c1)[C@H](CO)N(C(=O)C1CCC1)CC31CCN(C(=O)NC(C)C)CC1`?
F508del corr: -2.4; INS-1E GSIS act: -2

How did CCCNC(=O)N1CC2(C1)CN(Cc1cccc(OC)c1)[C@@H](CO)c1[nH]c3cc(OC)ccc3c12 do in these assays?
F508del corr: 2.0; INS-1E GSIS act: 8

What do the screens show for `CCCNC(=O)N1CC2(CN(C(=O)C3CCCC3)C2)c2c([nH]c3cc(OC)ccc23)[C@@H]1CO`?
F508del corr: 2.5; INS-1E GSIS act: -2

What do the screens show for `COc1cc2c(cc1OC)C(c1cccs1)N(C(=S)NC(C)C)CC2` (centres undefined)?
F508del corr: -1.5; INS-1E GSIS act: -28

How did COC(=O)CSc1nnc(CSc2nc(C)cc(C)n2)o1 do in these assays?
F508del corr: 1.8; INS-1E GSIS act: -7

What do the screens show for `CC1=Nc2ccccc2/C1=C/c1nc(-c2ccc(C)s2)oc1O`?
F508del corr: -0.6; INS-1E GSIS act: 4

What do the screens show for `COc1ccc(NC(=O)NCCc2cccc(Cl)c2)cc1OC`?
F508del corr: 5.0; INS-1E GSIS act: 12

Results for Cc1ccc2cc(C(c3nnnn3C3CCCC3)N(Cc3ccccc3)Cc3ccco3)c(=O)[nH]c2c1 (centres undefined) ?
F508del corr: -4.8; INS-1E GSIS act: 1

How did Cc1c(C)n(CC(O)CN2CCOCC2)c2ccccc12 (centres undefined) do in these assays?
F508del corr: 2.5; INS-1E GSIS act: 12

Results for CCCCC[C@@H](C)N1C[C@H](COCc2ccccc2)Oc2cc(N3CCC[C@H]3COC)ccc2S1(=O)=O ?
F508del corr: 3.4; INS-1E GSIS act: -5

How did COc1cc(NC(=O)c2ccccn2)cc(OC)c1OC do in these assays?
F508del corr: -1.4; INS-1E GSIS act: 7

Results for CCOC(=O)N1CCN(C(=O)C[C@@H]2C[C@@]3(C(=O)OCC)CCC=C3N(CCC3=CCCCC3)C2=O)CC1 ?
F508del corr: -0.2; INS-1E GSIS act: -16

How did Cc1nc(CSc2nnc(N)s2)cs1 do in these assays?
F508del corr: -1.5; INS-1E GSIS act: -2

Results for COc1ccc2c3c([nH]c2c1)[C@@H](CO)N(C(=O)C1CCC1)CC31CCN(S(C)(=O)=O)CC1 ?
F508del corr: 0.4; INS-1E GSIS act: -4

Results for COc1cc(CCC(=O)OCC(=O)Nc2ccc(C(N)=O)cc2)cc(OC)c1OC ?
F508del corr: -1.3; INS-1E GSIS act: -9

How did COc1ccc2c3c(n(C)c2c1)[C@H](CO)N(C(=O)Nc1ccc(F)cc1)CC31CN(S(=O)(=O)c2cccc(C)c2)C1 do in these assays?
F508del corr: 6.7; INS-1E GSIS act: 5

How did CCCC(=O)N1CC2(C1)CN(C(=O)C1CC1)[C@@H](CO)c1[nH]c3cc(OC)ccc3c12 do in these assays?
F508del corr: 0.3; INS-1E GSIS act: 26

What do the screens show for `CCOC(=O)C1CCCN(C/C=C/c2ccccc2[N+](=O)[O-])C1` (centres undefined)?
F508del corr: -3.0; INS-1E GSIS act: -4

What do the screens show for `COc1ccccc1-n1cccc1C=O`?
F508del corr: 0.9; INS-1E GSIS act: 4

What do the screens show for `Cc1ccc2nc(C)cc(Cl)c2c1`?
F508del corr: -1.8; INS-1E GSIS act: 7

How did COc1ccc2c3c(n(C)c2c1)[C@H](CO)N(C(=O)Nc1ccc(F)cc1)CC31CCN(C(=O)CN2CCOCC2)CC1 do in these assays?
F508del corr: -2.6; INS-1E GSIS act: 5

What do the screens show for `CCCS(=O)(=O)N1CCC(CCOc2ccccc2)(C(=O)OCC)CC1`?
F508del corr: -1.0; INS-1E GSIS act: 11

What do the screens show for `Cc1cc(C)nc(NS(=O)(=O)c2ccc(NC(=O)C3CC(=O)N(c4ccccc4)C3)cc2)n1` (centres undefined)?
F508del corr: 0.1; INS-1E GSIS act: 3

What do the screens show for `COc1ccc(S(=O)(=O)Nc2ccc3c(c2)C(=O)N([C@H](C)CO)C[C@H](C)[C@@H](CN(C)S(=O)(=O)c2ccccc2)OCCCC[C@H](C)O3)cc1`?
F508del corr: 0.8; INS-1E GSIS act: -47

Only part of the results is shown, so the mix of outcomes need not match the whole.
